Assay outcomes as filed in PubChem.
VCAM1 TNFa inh: reduces TNF alpha induced VCAM1 expression in HUVEC | HUVEC TNFa-induced VCAM-1 immunofluorescence, high-content imaging | inhibition, % at 2 µM | 0.48% of 95,000 active | AID 802;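 active means inhibition above the batch mean plus 3 SD, with images confirmed as a hit by eye, cut at about 37% in these data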;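 further: 0% = TNF-stimulated DMSO wells and 100% = unstimulated control wells; not every result past the cut was called active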
Calb biofilm kill: kills Candida albicans biofilms | AID 834 | 0.14% of 85,000 active | inhibition, % at 6 µM | C. albicans biofilm + clotrimazole, Alamar Blue;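 active means inhibition above 20%; inactive means inhibition below 20%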;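 further: preformed 24 hr biofilms exposed to compound for 48 hr; 0% = biofilm without compound and 100% = blank killed by clotrimazole plus chlorhexidine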
hDAT+cocaine: changed human dopamine transporter uptake under cocaine IC80 | Q01959 | LLC-PK1 hDAT cells, [14C]-dopamine uptake with cocaine IC80; actives deviate in either direction | B-score at 10 µM | 1.3% of 110,000 active;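 active means Z score or B-score, a plate-position-corrected score, falls beyond the plate's 99.7% confidence bounds, in either direction; inactive means both scores lie inside the 99.7% bounds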;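 further: scored against the spread of the other compound wells on the same plate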
PTPN22 inh 2: LYP (human) phosphatase inhibition; Q9Y2R2; inhibition, % at 2 µM; 0.21% of 96,000 active; recombinant LYP catalytic domain, DiFMUP fluorescence;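 active means inhibition at 2 µM at or above a set limit, the screen mean plus 3 SD, cut at about 24% in these data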;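 further: 0% = DMSO with enzyme and 100% = enzyme fully blocked by orthovanadate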
Target sequence (Q9Y2R2 whole entry, looked up, the tested form may be a part): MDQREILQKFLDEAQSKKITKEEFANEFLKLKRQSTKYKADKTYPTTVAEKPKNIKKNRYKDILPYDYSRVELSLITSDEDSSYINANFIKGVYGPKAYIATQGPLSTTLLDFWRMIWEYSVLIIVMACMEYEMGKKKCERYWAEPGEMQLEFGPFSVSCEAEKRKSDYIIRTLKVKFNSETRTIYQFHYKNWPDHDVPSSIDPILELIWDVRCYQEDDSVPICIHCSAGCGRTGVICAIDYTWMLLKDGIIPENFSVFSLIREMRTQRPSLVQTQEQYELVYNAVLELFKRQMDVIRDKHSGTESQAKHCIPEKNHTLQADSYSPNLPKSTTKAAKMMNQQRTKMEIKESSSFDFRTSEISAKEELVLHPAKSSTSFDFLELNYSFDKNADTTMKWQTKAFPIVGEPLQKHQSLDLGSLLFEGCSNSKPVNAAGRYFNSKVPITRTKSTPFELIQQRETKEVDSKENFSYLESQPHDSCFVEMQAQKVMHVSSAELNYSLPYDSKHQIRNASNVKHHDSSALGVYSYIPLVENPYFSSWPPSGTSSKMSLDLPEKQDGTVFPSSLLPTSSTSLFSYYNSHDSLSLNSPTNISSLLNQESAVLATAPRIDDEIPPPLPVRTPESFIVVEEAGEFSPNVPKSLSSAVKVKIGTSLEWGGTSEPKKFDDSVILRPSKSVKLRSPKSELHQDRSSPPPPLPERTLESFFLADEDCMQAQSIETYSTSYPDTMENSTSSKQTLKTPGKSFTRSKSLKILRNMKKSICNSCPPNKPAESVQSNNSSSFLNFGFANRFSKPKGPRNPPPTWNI
IL1B cytotox: HUVEC cytotoxicity counter-screen, IL-1B stimulated | HUVEC cell count loss, Hoechst imaging | 0.41% of 94,000 active | cell count reduction, % at 2 µM;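 active means cell count reduction more than 3 SD above the screen-wide mean, cut at about 70% in these data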;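 further: normalized per plate to untreated control cells as the no-loss baseline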
cytoskel mod: modifiers of cytoskeleton assembly. HUVEC TNFa F-actin phalloidin imaging, high content. inhibition, % at 2 µM. 0.18% of 91,000 active. AID 836;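 active means inhibition above the batch mean plus 3 SD and confirmed as a hit by visual image inspection, cut at about 30% in these data, passing the limit was not always enough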; further: strong numbers were not always called active
Smad3 inh: blocks human Smad3 binding to FoxH1 peptide | TR-FRET Smad3/Dy647-FoxH1 peptide binding, europium anti-His | inhibition, % at 25 µM | 0.29% of 88,000 active | AID 630;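 active means compounds that reduce the energy-transfer binding signal between the protein and its labelled peptide by more than half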;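 further: 0% = Smad3 plus labelled peptide maximal FRET and 100% = peptide-only background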
MT1-MMP txn act: MT1-MMP promoter transcription activation; 0.16% of 86,000 active; AID 750; activation factor at 10 µM; HT1080 MT1-MMP promoter luciferase reporter, luminescence, overnight; hits give high values;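 active means activation factor of at least 2 for MT1-MMP transcription at 10 µM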
HUVEC tox TNFa: HUVEC cytotoxicity counter-screen, TNF alpha stimulated; HUVEC TNFalpha-stimulated, Hoechst cell count, imaging; cell count reduction, % at 2 µM; 0.17% of 93,000 active;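 active means cell count reduction exceeding the screen mean by over 5 SD, scaled to untreated wells per plate, cut at about 78% in these data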;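 further: cells counted after 24 h of TNF alpha exposure following the 1 h pretreatment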
* hit, by the source's call; . = not tested or not shown; & = joins results of further samples; [ ] = dose if it differs, or a comment. The list is partial, so the mix of outcomes need not match the whole.

SMILES	VCAM1 TNFa inh	Calb biofilm kill	hDAT+cocaine	PTPN22 inh 2	IL1B cytotox	cytoskel mod	Smad3 inh	MT1-MMP txn act	HUVEC tox TNFa
CC(C)(C)c1ccc(S(=O)(=O)N2CC3CC(C2)c2cccc(=O)n2C3)cc1 (stereo unspecified)	6	3	2.4*	-30	-10	5	-15	1.2	12
CCOC(=O)c1c(C)c(C(=O)N2CCC3(CC2)OCCO3)c(C)n1CC	.	4	0.4	.	.	.	3	1.3	.
CCOC(=O)c1c(NC(=O)c2c(N)n(CCCOC)c3nc4ccccc4nc23)sc2c1CCCC2	20	11	0.69	-14	-22	-2	14[fluorescence artefact?]	1.2	2
Cc1nc2cc(C(=O)N3CCC4(CC3)OCCO4)ccc2n1-c1cccc(F)c1	-4	2	0.11	1	-7	0	2	.	-16
O=C(Nc1ccc(Cl)cc1C(=O)c1ccccc1)c1ccccc1	0	.	.	-5	-30	4	.	.	-10
CCC(COC(=O)c1cc(OC)c(OC)c(OC)c1)(c1ccccc1)N(C)C (stereo unspecified)	.	6	0.68&0.3	.	.	.	0	1	.
CN1CCN(Cc2ccccc2C(F)(F)F)CC1	.	6	1	.	.	.	-9	1.2	.
CCCC1COC(Cn2cncn2)(c2ccc(Cl)cc2Cl)O1 (stereo unspecified)	3	-2	-0.083	62*	-19	0	2	1	-1
CN1CCN(Cc2ccc(Br)s2)CC1	23	-4	-0.55	2	-3	-22	-12	1.2	.
Cc1cc2c(C(F)(F)F)cc(=O)oc2c2c1NCCC2	-33	7	-0.59	-4	-48	-16	0	.	-14
Cc1cccnc1-n1c(C)nc2ccccc2c1=O	15	12	0.0012	5	-39	7	2	.	-16
CC(C)Sc1nnc([C@@H](N)Cc2ccccc2)o1	9	0	-1.5	7	-8	12	-27	1.1	-6
COC(=O)N(c1ccccc1)P1(=S)OCCO1	.	7	-0.55	.	.	.	2	1.2	.
CN1C(=O)/C(=C/c2cccn2-c2ccc3ccccc3c2)C(=O)NC1=S	-5	.	0.036	0	-2	7	.	.	-9
O=P(O)(O)C12CC3CC(CC(C3)C1)C2	-2	-1	0.72	7	-17	8	-10	1	-6
Nc1c(C(=O)NCCCc2ccccc2)c2nc3ccccc3nc2n1Cc1cccs1	13	-7	0.88	14	4	-12	2	1	-4
CCN1CC=C(c2c[nH]c3ccccc23)CC1	1	.	-1	-4	11	-2	.	1.1	-4
CC(C)Oc1ccc(C2C(C#N)=C(N)Oc3c2c(=O)oc2ccccc32)cc1 (stereo unspecified)	-3	4	0.24	14	1	-23	-1	1	15
CCOC(=O)c1nc2ccccc2c(=O)n1-c1cccc(C)c1	13	.	-0.091	6	15	-5	.	.	1
CCOC(=O)c1c(-c2ccccc2)oc2ccc(OC(=O)N(C)C)cc12	-10	8	0.37	-6	-20	-2	14	1.2	-46
FC(F)(F)c1cccc(-n2nnnc2C2(N3CCOCC3)CCCCC2)c1	-6	.	1.2	-8	-37	-9	.	.	-19
CCC1CCCCN1P(=O)(c1ccc(C)o1)C(C)(C)C (stereo unspecified)	-10	8	0.62	-4	-22	-9	-1	1.1	-24
COc1ccc(N2CCN(C(CNC(=O)Oc3ccccc3)c3cccnc3)CC2)cc1 (stereo unspecified)	5	8	1.2	-6	-14	1	4	1.1	-16
CCC(NC(=O)OC(C)(C)C)C(=O)Oc1cc(C)cc2oc(=O)c3c(c12)CCC3 (stereo unspecified)	3	12	0.51	2	6	-15	0	1.5	-9
CCc1ccccc1NC(=O)CSc1nnc([C@@H](N)Cc2c[nH]c3ccccc23)o1	-10	-1	0.15	11	4	-5	3	1	-26

Other entries:
SMILES	VCAM1 TNFa inh	Calb biofilm kill	hDAT+cocaine	PTPN22 inh 2	IL1B cytotox	cytoskel mod	Smad3 inh	MT1-MMP txn act	HUVEC tox TNFa
CN(C)CCOC(=O)c1cn(Cc2ccccc2)c2ccccc12	-12	.	-0.021	8	-12	-14	.	1.1	-13
NC(=O)Nc1cccc(C(F)(F)F)c1	6	2	-1.3	-4	8	26	-8	1.1	-32
O=C(O)C1(c2ccc(Cl)cc2)CCC1	.	.	0.015	6	5	.	0	1.2	.
CC(O)(CS(=O)(=O)c1cccc(C(F)(F)F)c1)C(=O)Nc1ccc(C(F)(F)F)cc1 (stereo unspecified)	-1	.	1.6	4	-4	24	.	.	-6
O=C(Nc1ccc(Br)cc1)c1nn(C23CC4CC(CC(C4)C2)C3)cc1Br	2	.	3*	-2	32	22	.	.	-12
Cc1cccc(N=Cc2c(O)n(-c3ccccc3C)c(=O)[nH]c2=O)c1	7	0	0.92	-2	-8	.	-6	1	-24
Cc1cc(NC(=O)COC(=O)c2c(C)nn(Cc3ccccc3Cl)c2Cl)no1	-2	8	-1.2	6	-14	1	-7	1.1	-42
CCC(=NCc1ccc2c(c1)OCO2)c1c(O)n(C)c(=O)n(C)c1=O	5	-1	-0.4	-6	12	6	5	1	-3
O[C@H]1C2CCC1C(N1CCCCC1)CC2 (stereo partly specified)	-4	3	-0.71	6	-76	-1	-9	1.2	-33
Cc1cc(C=O)c(C)n1CC1CCCO1 (stereo unspecified)	-2	8	-0.6	-10	-22	-19	-6	1.1	13
COc1cc(/C=N/NP(=S)(c2ccccc2)c2ccccc2)ccc1O	-5	4	0.27	2	-88	-12	-6	1.2	-16
Cc1ccc(-n2nc(C)c(C3C(C#N)=C(N)Oc4c3c(=O)oc3ccccc43)c2Cl)cc1 (stereo unspecified)	21	.	.	4	-18	28	.	.	-4
O=C(C1CC(=O)N(C2CCCCCCC2)C1)N1CCC2(CC1)OCCO2 (stereo unspecified)	22	7	-0.38	-9	-7	16	-1	1.1	2
O=S(=O)(c1ccc(Cl)cc1)N1CN2CCN(C2)C1	-8	6	-0.53	-7	-16	25	13	1.1	-39
CCN1CC2(COC(=O)c3ccccc3N)CCC(OC)C34C5CC6C(OC)CC(O)(C5C6OC)C(O)(C(OC)C23)C14 (stereo unspecified)	9	.	-0.6	16	11	10	.	.	-4
CCCCn1c(C)c(C(=O)O)c2cc(OC)ccc21	-31	8	-0.28	-7	-38	11	-6	1.1	-4
CNC(=S)NC1CC2CCCC(C1)N2CC(C)C (stereo unspecified)	4	.	-0.0076	5	-32	15	.	.	-15
CC(=O)Nc1ccc(OC(=O)N(C)C)cc1	1	0	0.13	-3	-2	-39	-6	1.2	-15
Nc1ccc(C2(c3ccc(N)cc3)CN3CCC2CC3)cc1	10	6	-0.44	6	-70	6	3	1	-23
CC(Cc1ccccc1Sc1ccccc1O)N(C)C (stereo unspecified)	-4	.	1.1	8	17	4	.	.	-7
CCC(=NCc1ccco1)c1c(O)n(Cc2ccccc2)c(=O)[nH]c1=O	-7	9	0.38	-3	14	-5	-1	1.1	-4
COc1cccc(C2C([N+](=O)[O-])=C(N)Oc3c2c(=O)oc2ccccc32)c1 (stereo unspecified)	0	.	0.74	12	10	-8	.	.	-17
Clc1cccc(Cl)c1C1N2CCCN12 (stereo unspecified)	15	5	0.81	3	-8	-5	1	.	-18
CCCCN1C(=O)/C(=C/c2ccc(N(C)C)cc2)C(=O)N(Cc2ccco2)C1=O	9	.	0.11	-4	-27	-9	.	.	1
CCC(=NCC1CCCO1)c1c(O)n(Cc2ccccc2)c(=O)[nH]c1=O (stereo unspecified)	-2	.	0.59	-7	12	-3	.	0.9	-4

Some of these compounds in order of SMILES length, largest number first.
SMILES	VCAM1 TNFa inh	Calb biofilm kill	hDAT+cocaine	PTPN22 inh 2	IL1B cytotox	cytoskel mod	Smad3 inh	MT1-MMP txn act	HUVEC tox TNFa
CCN1CC2(COC(=O)c3ccccc3N)CCC(OC)C34C5CC6C(OC)CC(O)(C5C6OC)C(O)(C(OC)C23)C14 (stereo unspecified)	9	.	-0.6	16	11	10	.	.	-4
Cc1ccc(-n2nc(C)c(C3C(C#N)=C(N)Oc4c3c(=O)oc3ccccc43)c2Cl)cc1 (stereo unspecified)	21	.	.	4	-18	28	.	.	-4
CCCCN1C(=O)/C(=C/c2ccc(N(C)C)cc2)C(=O)N(Cc2ccco2)C1=O	9	.	0.11	-4	-27	-9	.	.	1
CC(C)(C)c1ccc(S(=O)(=O)N2CC3CC(C2)c2cccc(=O)n2C3)cc1 (stereo unspecified)	6	3	2.4*	-30	-10	5	-15	1.2	12
Cc1nc2cc(C(=O)N3CCC4(CC3)OCCO4)ccc2n1-c1cccc(F)c1	-4	2	0.11	1	-7	0	2	.	-16
Nc1c(C(=O)NCCCc2ccccc2)c2nc3ccccc3nc2n1Cc1cccs1	13	-7	0.88	14	4	-12	2	1	-4
Cc1cccc(N=Cc2c(O)n(-c3ccccc3C)c(=O)[nH]c2=O)c1	7	0	0.92	-2	-8	.	-6	1	-24
O=C(Nc1ccc(Cl)cc1C(=O)c1ccccc1)c1ccccc1	0	.	.	-5	-30	4	.	.	-10
Nc1ccc(C2(c3ccc(N)cc3)CN3CCC2CC3)cc1	10	6	-0.44	6	-70	6	3	1	-23
Cc1cc2c(C(F)(F)F)cc(=O)oc2c2c1NCCC2	-33	7	-0.59	-4	-48	-16	0	.	-14
O=P(O)(O)C12CC3CC(CC(C3)C1)C2	-2	-1	0.72	7	-17	8	-10	1	-6
CN1CCN(Cc2ccccc2C(F)(F)F)CC1	.	6	1	.	.	.	-9	1.2	.
O[C@H]1C2CCC1C(N1CCCCC1)CC2 (stereo partly specified)	-4	3	-0.71	6	-76	-1	-9	1.2	-33
O=C(O)C1(c2ccc(Cl)cc2)CCC1	.	.	0.015	6	5	.	0	1.2	.
Cc1cc(C=O)c(C)n1CC1CCCO1 (stereo unspecified)	-2	8	-0.6	-10	-22	-19	-6	1.1	13

(next part)
SMILES	VCAM1 TNFa inh	Calb biofilm kill	hDAT+cocaine	PTPN22 inh 2	IL1B cytotox	cytoskel mod	Smad3 inh	MT1-MMP txn act	HUVEC tox TNFa
O=c1[nH]c(=O)n(CCc2ccccc2)c(O)c1C=NCCCn1ccnc1	3	5	1.2	0	-13	-7	-8	1	49
CCOC(=O)CCN=Cc1c(O)n(-c2ccc(Br)cc2)c(=O)[nH]c1=O	7	3	-0.51	-8	-19	10	-7	1	-21
Cc1nc2cc(-c3cccc(F)c3)nn2c(C)c1CCC(=O)N1CCC2(CC1)OCCO2	-7	.	1.9	-10	-26	5	.	0.6	-30
COc1cc(NC(=O)CN2C3CCC2CC(O)(c2cccnc2)C3)cc(OC)c1 (stereo unspecified)	18	5	0.88	7	19	11	1	.	2
CN1C2CCC1CC(OC(=O)c1cc(Cl)cc(Cl)c1)C2 (stereo unspecified)	-6	2	-0.21	5	-39	-12	12	1	-16
CCc1c(C)nc(N)nc1N1N=C1SCC#N	11	6	-0.16	-4	2	6	4	.	-15
COC(=O)c1ccc(-n2c(C)nc3ccccc3c2=O)cc1	33	-3	0.87	12	38	-9	6	1.2	0
CCCCN1C(=O)C(C2c3ccccc3C(=O)N2Cc2ccccc2)C(=O)NC1=S (stereo unspecified)	11	9	-0.34	-9	-2	2	22	1.1	-36
CCN(N=Nc1nonc1OC)c1nonc1OC	-2	6	-2	-36	-15	6	6	1.2	-8
